High-throughput results (PubChem)
M5 antag – blocks acetylcholine activation of human M5 receptor; CHO-hM5 cells, Fluo-8 calcium fluorescence, ACh EC80; P08912; inhibition, % at 3 µM; 360,000 compounds, 0.59% hits;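 active = inhibition above a per-plate cutoff, the mean of that plate's test compounds plus 3 SD, cut at about 27% in these data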;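 note: 0% = acetylcholine EC80 with DMSO and 100% = DMSO without agonist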
Target sequence (P08912 whole entry, looked up): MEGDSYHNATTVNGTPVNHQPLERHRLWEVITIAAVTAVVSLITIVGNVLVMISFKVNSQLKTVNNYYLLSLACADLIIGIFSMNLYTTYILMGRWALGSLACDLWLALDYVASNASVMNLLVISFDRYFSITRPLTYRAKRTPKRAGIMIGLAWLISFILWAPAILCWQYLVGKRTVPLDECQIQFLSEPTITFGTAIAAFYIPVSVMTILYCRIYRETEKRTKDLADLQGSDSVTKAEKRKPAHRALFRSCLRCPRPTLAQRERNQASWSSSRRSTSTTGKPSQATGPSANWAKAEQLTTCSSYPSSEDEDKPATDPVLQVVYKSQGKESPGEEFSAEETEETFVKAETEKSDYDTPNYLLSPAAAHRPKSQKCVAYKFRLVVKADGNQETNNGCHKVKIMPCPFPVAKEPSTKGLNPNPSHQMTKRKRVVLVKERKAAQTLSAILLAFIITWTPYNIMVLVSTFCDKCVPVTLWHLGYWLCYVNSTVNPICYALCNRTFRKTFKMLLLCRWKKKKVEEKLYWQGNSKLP
TAAR1 ag – agonists of human TAAR1 | Q96RJ0 | 360,000 compounds, 0.99% hits | CHO RD-HGA16 TAAR1, Fluo-8 calcium fluorescence; vehicle wells 0%, saturating PEA agonist 100% | activation, % at 3 µM;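 active = activation above the mean activation of all test compounds in the run plus 3 SD, cut at about 38% in these data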
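System: CHO RD-HGA16 cells carrying human TAAR1 plus Gα16; Incubation: 17-24 h seeding, 75 min 37 °C dye, 30 min RT; Measured by: Fluo-8 fluorescence, 5 s baseline then 140 s kinetic read; Control set: DMSO and PEA EC100; Replication: single well for each compound.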
M4 PAM – potentiates acetylcholine response at human M4 receptor; P08173; CHO-K1 hM4/Gqi5, Fluo-8 calcium fluorescence, ACh EC20; 0% = ACh EC20, 100% = maximal ACh; activation, % at 3 µM; 360,000 compounds, 0.4% hits; AID 624126;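 active = activation above its plate's cutoff, the mean activation of sample wells plus 3 SD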; note: some results filed as inactive read as strong as hits
Target sequence (P08173 whole entry, looked up): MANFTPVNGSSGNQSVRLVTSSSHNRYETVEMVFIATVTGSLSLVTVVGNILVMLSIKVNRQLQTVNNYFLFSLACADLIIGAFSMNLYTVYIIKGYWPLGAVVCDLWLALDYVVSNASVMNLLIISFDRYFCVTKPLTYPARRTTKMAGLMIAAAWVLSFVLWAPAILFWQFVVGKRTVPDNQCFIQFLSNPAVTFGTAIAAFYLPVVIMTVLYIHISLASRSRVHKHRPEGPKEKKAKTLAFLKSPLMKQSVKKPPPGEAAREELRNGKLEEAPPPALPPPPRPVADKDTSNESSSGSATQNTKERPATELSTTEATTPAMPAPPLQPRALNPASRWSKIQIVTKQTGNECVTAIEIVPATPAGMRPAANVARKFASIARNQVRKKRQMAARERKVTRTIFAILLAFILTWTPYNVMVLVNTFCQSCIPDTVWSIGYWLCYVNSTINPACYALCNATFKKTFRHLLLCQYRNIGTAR
TAAR1 antag – antagonists of human TAAR1; Q96RJ0; CHO RD-HGA16 TAAR1, Fluo-8 calcium fluorescence, antagonist; inhibition, % at 3 µM; 360,000 compounds, 1.5% hits; AID 624466;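 active = inhibition above a per-plate cutoff, the mean inhibition of test compounds on that plate plus 3 SD, cut at about 49% in these data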;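 note: 0% = DMSO plus EC80 beta-PEA response and 100% = DMSO alone without agonist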
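System: RD-HGA16 CHO cells with stable hTAAR1 and Gα16 | Probe or stimulus: EC80 β-phenethylamine stimulus | Dosing: 3 µM, single point | Times: Dye loading 75 min at 37 °C, then 30 min room temperature | Measured by: Fluo-8 calcium-sensitive fluorescence | Read-out basis: % inhibition of agonist calcium response | Replicates: n of 1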
CRFR2-BP antag – blocks CRF-induced signaling of the CRF-BP/CRF-R2 complex. inhibition, % at 11.8 µM. 350,000 compounds, 0.59% hits. HEK293 CRF-R2/CRF-BP, CRF-induced calcium fluorescence;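 active = inhibition of the ligand-induced calcium signal above about 50% at the single tested concentration, limit read from the data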
CHRM5 agonist – CHRM5 agonism in calcium assay. P08912. AID 624037. activation, % at 3 µM. CHO-K1 hM5 cells, Fluo-8 calcium fluorescence; 0% DMSO wells, 100% maximal acetylcholine response. 360,000 compounds, 0.19% hits;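 active = activation above the run's mean over test compounds plus 3 SD, cut at about 23% in these data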;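 note: signal is peak over basal fluorescence ratio across the kinetic read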
CHO-K1 Ca PAM – M1 PAM counterscreen hit in parental CHO-K1 cells; AID 602247; 360,000 compounds, 0.02% hits; ATP EC20, Fluo-8 calcium fluorescence; 0% at ATP EC20, 100% at ATP max; activation, % at 3 µM;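 active = activation above the run cutoff, the mean activation of all test compounds plus 3 SD, cut at about 40% in these data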;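 note: peak over basal fluorescence ratio in a 140 s read after ATP addition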
CHRM5 PAM – CHRM5 positive allosteric modulation | P08912 | CHO-K1 hM5, Fluo-8 calcium, ACh EC20 PAM; 0% = ACh EC20, 100% = ACh EC100 | activation, % at 3 µM | 360,000 compounds, 0.3% hits | AID 624038;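 active = activation above the run cutoff, the mean activation of all test compounds plus 3 SD, cut at about 18% in these data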
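system = human M5 receptor in CHO-K1 cells | reagent = EC20 acetylcholine as agonist stimulus | compound dosing = single-point, 3 µM nominal | incubation = Fluo-8 loading 80 min at 37 °C plus 30 min room temperature | detection = Fluo-8 calcium dye fluorescence, kinetic read | benchmarks = low control EC20 acetylcholine (0%), high control EC100 acetylcholine (100%)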
CRFBP-R2 agonist – CRF-BP/CRF-R2 complex agonism | 350,000 compounds, 0.46% hits | activation, % at 13.2 µM | AID 588473 | HEK293 CRF-R2/CRF-BP, calcium dye fluorescence (FLIPR); percent of saturating CRF peptide response;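 active = activation of at least 50%, plus an integration ratio under a set limit after plate pattern correction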;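 note: plate controls were neutral control wells without compound for no effect and CRF at EC100 for full effect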
The depositor's hits bear a star; · = no result given.

SMILES | M5 antag | TAAR1 ag | M4 PAM | TAAR1 antag | CRFR2-BP antag | CHRM5 agonist | CHO-K1 Ca PAM | CHRM5 PAM | CRFBP-R2 agonist
C/C(=N\NC(=O)c1ccc2c(c1)OCO2)c1ccco1 | 2.8 | 1.5 | 1.2 | -4.6 | 7.6 | -0.6 | 6.8 | -0.3 | 0.5
Cc1nc(C(F)(F)F)ccc1C(=O)N1CCC1(C)C(=O)NCc1cccs1 (stereo not drawn) | 2.9 | 0.1 | -5.1 | 7.8 | · | -0.5 | -10.9 | -0.4 | ·
CCOC(=O)N1CCN(C(=O)C(=O)Nc2sc3c(c2C(=O)O)CC(C)(C)OC3)CC1 | 5.2 | -1.9 | 6.3 | -66.7 | 6.9 | -2.6 | -6.5 | -3.7 | -1.1
C#CCOCCOCCOCCNc1nc(N2CCN(C(=O)[C@H](CCC(=O)O)n3cc(CN)nn3)CC2)nc(N2CCN(C(=O)[C@H](CCC(=O)O)n3cc(CN)nn3)CC2)n1 | 2.7 | 2.7 | 7.4 | -4.6 | -5.4 | 0.6 | 17.9 | -1.2 | 0.7
COc1ccc(C)cc1NCc1cc(=O)oc2cc(-c3ccccc3)c(O)cc12 | 16.5 | 4.8 | -12.2 | 5.1 | -6.4 | 0.6 | 1.2 | -11.6 | 0.7
COc1ccc(CC(=O)OCC(=O)Nc2cccnc2Cl)cc1OC | -2.5 | 0.3 | 2.5 | 4.0 | -8.6 | -4.7 | 9.0 | -3.7 | 5.3
CC(C)C[C@H](CO)N(Cc1ccccc1)S(=O)(=O)N(Cc1ccccc1)[C@@H](CO)CC(C)C | 13.0 | 11.3 | -11.3 | 78.3* | -3.3 | 3.6 | 13.9 | -19.2 | 4.0
Cc1sc2ncnc(N3CCN(Cc4ccccc4)CC3)c2c1-c1ccc(F)cc1 | 12.7 | 1.0 | -8.0 | -4.0 | -10.1 | -4.6 | -5.9 | -4.7 | 0.7
COc1ccc(/C=N/NC(=O)c2ccc(NC(=O)c3ccccc3Br)cc2)cc1 | 6.9 | 5.6 | -3.2 | 46.9 | 13.1 | -1.1 | 7.4 | -7.6 | 1.7
C=CCn1c(=O)c2c(nc(Br)n2Cc2ccccc2Cl)n(C)c1=O | 11.2 | 10.1 | -1.6 | 0.4 | 12.8 | -3.9 | 10.5 | 3.0 | 0.0
CCCCN(CC)CCCNC(=S)Nc1ccc2nc(N3CCN(C)CC3)cc(C)c2c1 | -4.2 | -0.9 | 2.7 | -17.8 | -3.3 | -4.2 | 34.2 | 14.3 | 3.5
COc1ccc2cc3c(N)nn(C(=O)Cc4ccc(Cl)cc4)c3nc2c1 | -2.8 | 0.1 | 8.9 | -26.5 | 0.9 | -0.3 | 14.9 | -1.0 | -1.0
Cc1cc(NC(=O)CCC(=O)N(c2cccnc2)C(C(=O)NC2CCCC2)c2ccccc2F)no1 (stereo not drawn) | · | 6.6 | · | -4.5 | -3.4 | · | · | · | -0.7
CSCCC1NC2(C(=O)Nc3c(Cl)cccc32)[C@@H]2C(=O)N(C3CCCC3)C(=O)[C@H]12 (stereo partly drawn) | -0.2 | 6.2 | -3.2 | 2.2 | -1.6 | -0.1 | -3.2 | 3.7 | 18.3
CCC1(c2ccccc2)NC(=O)N(Cc2ccc(C(=O)OC)cc2)C1=O (stereo not drawn) | 3.2 | 0.2 | -3.7 | -13.4 | -2.4 | 2.7 | 11.9 | -3.7 | 1.0
COc1ccccc1CNC(=O)CCC(=O)N1CC(C)Sc2ccccc21 (stereo not drawn) | 0.1 | 3.6 | -8.8 | -19.1 | -14.4 | 3.4 | -6.4 | -2.2 | -4.3
CC(NC(=S)Nc1cccc(F)c1)C(c1cccs1)N1CCOCC1 (stereo not drawn) | 2.6 | 1.6 | -3.0 | 11.4 | 2.9 | 6.7 | 2.1 | -1.3 | -0.4
O=C(CSc1nc(O)cc(=O)n1-c1ccccc1)Nc1nc2ccccc2s1 | 4.4 | -0.9 | -6.2 | 2.9 | 4.5 | 5.1 | -15.9 | -9.1 | 1.2
CCOc1ccc(CNn2nnnc2N)cc1 | 4.7 | 3.0 | 5.2 | -20.2 | 7.8 | -1.9 | 14.0 | -5.3 | 1.0
CCc1ccc(N(CC)C(=O)c2ccc3c(Cl)c4c(nc3c2)CCC4)cc1 | -6.9 | 4.2 | 12.6 | 15.4 | 14.2 | 1.5 | -6.1 | 1.3 | -0.5
O=C(Nc1nc2ccc(S(=O)(=O)N3CCCC3)cc2s1)C1CCCO1 (stereo not drawn) | -0.1 | 16.0 | 6.0 | 8.3 | 7.1 | 0.9 | -3.0 | -1.7 | 3.3
O=C(Cc1ccc(Br)cc1)c1ccc(O)cc1O | -3.8 | 2.5 | 0.8 | 24.3 | 0.0 | -1.1 | 2.5 | -3.7 | -1.9
Cc1nn(-c2ccccc2)c(N2CCCC2)c1/C=C1\N=C(c2ccc(OC(C)C)cc2)OC1=O | -6.5 | 4.0 | -1.2 | -1.5 | -81.2 | 2.0 | 27.4 | 6.4 | 30.3
CCn1c(SCC(=O)N2CCN(c3ccccc3)CC2)nnc1-c1ccoc1C | 7.8 | -1.1 | -3.8 | 12.9 | 6.5 | -5.1 | -9.1 | -3.5 | -0.2
CC(=O)OC1CC(C)(C)N(OC(=O)CCCN2C(=O)c3ccccc3C2=O)C(C)(C)C1 | 0.3 | 3.4 | -0.8 | -3.5 | 0.1 | -2.9 | -3.4 | -0.6 | -3.2
CC(C)c1ccc2nc(NC(=O)C3CC3)sc2c1 | -4.0 | 17.5 | 9.7 | 13.7 | -9.4 | 3.9 | 14.5 | -1.3 | -0.1
COc1ccc(-c2nc(CS(=O)CC(=O)NC3CCC(C)CC3)c(C)o2)cc1OC (stereo not drawn) | -5.9 | -0.6 | 5.2 | -19.5 | -11.4 | -3.3 | 15.0 | 3.0 | -0.4
COc1ccc(OC)c(-n2c(-c3cccc(C)c3)n[nH]c2=S)c1 | -7.7 | 3.8 | -0.5 | 15.0 | -20.4 | -6.0 | 26.9 | 12.9 | 0.0
O=C(c1ccccc1Sc1ccc([N+](=O)[O-])cc1)N1CCCCC1 | 2.3 | 0.8 | -3.1 | -5.9 | -4.6 | -0.6 | -1.7 | -7.3 | -0.7
O=c1oc2ccc(NS(=O)(=O)c3cccc4cccnc34)cc2s1 | 7.5 | 4.7 | 7.3 | -2.0 | 13.4 | -0.8 | -10.5 | -1.2 | -0.8
CCCc1nnc(SCC(=O)Nc2ccccc2F)o1 | -3.2 | -0.3 | 5.5 | -3.3 | 12.1 | 0.6 | 8.7 | 9.5 | 1.0
NS(=O)(=O)c1ccc(NC(=O)COC(=O)c2ccc(Cl)nc2)cc1 | 6.0 | 9.3 | -2.7 | 11.8 | 4.6 | 2.6 | 12.5 | 3.4 | 1.2
Oc1cc(O)c2c(c1)O[C@H](c1ccc(O)c(O)c1)[C@@H](O)C2 | -4.5 | -0.3 | -2.0 | -3.5 | 6.0 | 1.2 | 16.1 | 0.6 | 2.8
CC(=O)Nc1ccc(-c2ccnc3c2CC(C)(C(=O)Nc2ccc4c(c2)OCO4)O3)cc1 (stereo not drawn) | 1.7 | 4.6 | 1.3 | -4.7 | · | 1.8 | 11.5 | -1.9 | ·
Cn1cnnc1SCC(=O)c1ccc2c(c1)NC(=O)CO2 | 5.6 | -1.2 | 4.1 | -2.3 | 0.0 | -0.7 | 14.1 | 1.6 | 0.0
COC(=O)CNc1cc(S(=O)(=O)N2CCCCC2)ccc1Oc1cccc(C)c1 | 11.8 | -5.3 | -11.1 | 4.3 | 10.1 | -5.5 | -19.7 | -5.9 | 0.5
O=S(=O)(Nc1cc(Sc2cccc3cccnc23)c(O)c2ccccc12)c1ccc(F)cc1 | · | 3.3 | · | 9.1 | -7.1 | · | · | · | 2.5
O=C(Nc1cc(C(F)(F)F)ccc1N1CCOCC1)c1ccco1 | -1.1 | 9.6 | 8.1 | -22.4 | -39.2 | 2.8 | -11.1 | 6.6 | 1.6
O=C1OC(c2ccccc2)(c2ccccc2)c2ccccc21 | -1.7 | 2.7 | -3.6 | 12.5 | 6.7 | -5.5 | -4.6 | -5.7 | -3.2
O=C(Nc1ccc(Br)cc1)C1CCN(C(=O)c2ccc(F)cc2)CC1 | -4.4 | 2.9 | -0.1 | 9.1 | -4.7 | 2.5 | 21.9 | -3.1 | -0.1
COc1ccc(N2CCN(C(=O)c3cccc(N4C(=O)C5CC=CC(C)C5C4=O)c3)CC2)cc1 (stereo not drawn) | 3.6 | 12.6 | -16.1 | 6.6 | 12.9 | 4.7 | 20.3 | -13.1 | 0.5
CC(C)C(C(=O)NCc1ccco1)N(CC1CCCO1)C(=O)CNS(=O)(=O)c1ccc(F)cc1 (stereo not drawn) | 8.1 | · | 2.9 | · | -8.1 | -3.3 | 14.6 | -0.8 | 0.5
Cc1ccc(N(CC(=O)N2CCOCC2)S(C)(=O)=O)cc1C | -0.7 | 8.5 | 7.0 | 3.5 | -0.5 | -0.2 | 10.9 | -0.9 | -0.5
COc1ccc(-c2cc(-c3cc(C)ccc3O)[nH]n2)cc1 | 1.4 | 13.8 | -2.2 | 12.2 | -4.0 | -3.9 | 7.0 | -5.0 | 0.2
COCC1CCCN(C(=O)c2cc(COc3cncc(Cl)c3)on2)C1 (stereo not drawn) | 5.0 | 7.9 | -7.2 | -22.8 | 0.9 | 4.4 | 12.4 | -8.1 | 1.2
O=C(COC(=O)c1ccc(O)cc1)Nc1ccc2c(c1)OCO2 | 2.8 | 16.9 | -5.5 | 3.2 | 6.0 | 4.8 | 11.8 | -1.5 | -0.3
COC(=O)c1ccc(COc2c(F)c(F)cc(F)c2F)o1 | -0.3 | -1.4 | 2.2 | -23.3 | 9.7 | -4.8 | 14.1 | 4.6 | -2.0
COc1ccc(-c2c(C)nc(N)nc2-c2ccc(OC)cc2O)cc1 | 9.6 | -1.1 | 4.8 | -22.1 | -17.4 | -1.9 | -7.3 | 0.5 | -1.9

A draw from above in order of length of the SMILES, highest first:
SMILES | M5 antag | TAAR1 ag | M4 PAM | TAAR1 antag | CRFR2-BP antag | CHRM5 agonist | CHO-K1 Ca PAM | CHRM5 PAM | CRFBP-R2 agonist
COCC1CCCN(C(=O)c2cc(COc3cncc(Cl)c3)on2)C1 (stereo not drawn) | 5.0 | 7.9 | -7.2 | -22.8 | 0.9 | 4.4 | 12.4 | -8.1 | 1.2
COc1ccc(-c2cc(-c3cc(C)ccc3O)[nH]n2)cc1 | 1.4 | 13.8 | -2.2 | 12.2 | -4.0 | -3.9 | 7.0 | -5.0 | 0.2
COC(=O)c1ccc(COc2c(F)c(F)cc(F)c2F)o1 | -0.3 | -1.4 | 2.2 | -23.3 | 9.7 | -4.8 | 14.1 | 4.6 | -2.0
